Assay outcomes from PubChem BioAssay.
AddAB inh = growth inhibition of E. coli expressing H. pylori AddAB, primary screen, AddAB inhibitor project, absorbance; inhibition, % at 11.9 µM; AID 435030, 2010; 0.29% of 330,000 active; in the data active means inhibition above about 12%;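 further: 0% = vehicle wells of infected cells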
E coli growth = E. coli V3065 growth inhibition, primary screen, counter-screen for AddAB inhibitor project, absorbance, OD600. 18 h. inhibition, % at 11.9 µM. 0.27% of 330,000 active;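 active means inhibition above the campaign's mean inhibition across all tested compounds plus 3 SD, cut at about 9.9% in these data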;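 further: uninfected addAB+ strain grown without phage in ampicillin broth; 0% = DMSO wells and 100% = ciprofloxacin 0.95 µg/ml wells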
SUMO Mot1 rescue = yeast Mot1-301 growth rescue at high temperature, primary screen, SUMOylation pathway inhibitor project, S. cerevisiae, ATP luminescence, 38.5C | S. cerevisiae Mot1-301 growth rescue; percent above DMSO median, 100 means doubled | growth rescue, % at 18.8 µM | 1% of 320,000 active | AID 2716, 2010;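 active means every valid replicate shows activation above 250% relative to neutral control wells; inactive means the rest, any valid replicate at or below 250%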;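 further: OY570 slx delta 5 strain wells were the positive control but not used for scaling; some compounds called inactive have numbers as strong as hits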
DSG3 Ab inh = inhibitors of pemphigus antibody binding to DSG3, primary screen, biochemical, bead-based, flow cytometry, scFv-GFP | AID 588358, 2011 | 0.48% of 310,000 active | Desmoglein-3 (Homo sapiens), P32926 | DSG3-coupled beads, scFv-anti-DSG3-GFP binding; hits give low values | binding (percent of control), % at 10 µM;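 active means binding more than 3 SD below its plate's average and above zero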;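 further: hits lower antibody fragment binding to DSG3; some compounds called inactive have numbers as strong as hits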
Tat export inh = E. coli Tat export inhibitors, primary screen, MC4100, TorA-mCherry reporter, fluorescence, single point. inhibition, % at 10 µM. 0.036% of 340,000 active. AID 488895, 2010;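 active means mean replicate inhibition at least 50% and at least half of replicates individually reaching 50%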;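 further: exported cargo escapes ClpAP degradation while cytoplasmic cargo is degraded and loses fluorescence; 0% = median of neutral control wells and 100% = median of NaSCN control wells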
PKA-R1A activ = activators of PKA-R1A holoenzyme, primary screen, biochemical, fluorescence polarization, Cy5-IP20, bovine R1A, mouse PKAc; cAMP-dependent protein kinase type I-alpha regulatory subunit (Bos taurus) + …; PKA-R1A dissociation; scaled: DMSO 0%, 113 µM cGMP 100%; activation, % at 11.4 µM; 0.083% of 340,000 active; AID 504707, 2011;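 active means percent activation above the mean of all tested compounds plus 3 SD, cut at about 19% in these data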;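 further: higher means more PKAc released from R1A so a rise in polarization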
phage Ecoli inh = growth loss of phage-infected E. coli, primary screen, RecBCD inhibitor project, absorbance, with phage, HTS; inhibition, % at 11.9 µM; 0.26% of 360,000 active; in the data active means inhibition above about 11%
Arr AP2 block = inhibitors of beta-arrestin/AP2 binding, primary screen, biochemical, GPCR trafficking, flow cytometry. beta-arrestin 1 C-terminal peptide binding to AP2 beta2-adaptin appendage (human). FITC-arrestin peptide / GST-AP2 beads; AP2 beta2 appendage carries R879A mutation. inhibition, % at 10 µM. 0.31% of 340,000 active;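 active means inhibition above a set limit, near 3 SD of compounds lacking own fluorescence, cut at about 54% in these data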;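 further: plate controls were DMSO wells for no effect and 5 µM unlabelled arrestin peptide for full effect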
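Material – AP2 appendage R879A on GSH beads · Buffer or medium – PBS with 0.05% Tween 20 and 0.1% BSA · Probe or stimulus – fluorescein-tagged arrestin peptide at 50 nM final · Incubation – compound with beads 12 min RT, then probe 1 h RT · Detection – high-throughput flow cytometry of beads, ex 488, em 535 nm · Evaluation – percent response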
MOR-DOR inv ag = inverse agonists of MOR-DOR heterodimerization, primary screen, cell-based, luminescence. cell-based MOR-DOR heterodimer luminescence, inverse agonism. AID 504357, 2011. 0.21% of 340,000 active. inhibition, % at 9.3 µM. Mu-type opioid receptor (Homo sapiens) + Delta-type opioid receptor (Homo sapiens), …; in the data active means inhibition above about 22%, passing the limit was not always enough;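 further: 0% = cells with DMSO and 100% = wells without cells with DMSO; values of inactives mirror those of a sister screen read the other way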
Target sequence (P35372 whole entry, looked up): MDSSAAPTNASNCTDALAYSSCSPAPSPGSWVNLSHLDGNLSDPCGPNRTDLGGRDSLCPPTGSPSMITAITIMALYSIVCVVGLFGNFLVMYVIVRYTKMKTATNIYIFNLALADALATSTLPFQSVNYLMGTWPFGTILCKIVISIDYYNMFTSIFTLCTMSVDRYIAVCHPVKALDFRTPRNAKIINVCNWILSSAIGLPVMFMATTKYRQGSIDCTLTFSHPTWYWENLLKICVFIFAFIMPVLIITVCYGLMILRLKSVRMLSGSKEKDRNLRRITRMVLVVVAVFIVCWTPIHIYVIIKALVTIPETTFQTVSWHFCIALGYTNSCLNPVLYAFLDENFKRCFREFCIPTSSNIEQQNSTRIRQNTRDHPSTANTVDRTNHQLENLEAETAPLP
Target sequence (P41143 whole entry, looked up): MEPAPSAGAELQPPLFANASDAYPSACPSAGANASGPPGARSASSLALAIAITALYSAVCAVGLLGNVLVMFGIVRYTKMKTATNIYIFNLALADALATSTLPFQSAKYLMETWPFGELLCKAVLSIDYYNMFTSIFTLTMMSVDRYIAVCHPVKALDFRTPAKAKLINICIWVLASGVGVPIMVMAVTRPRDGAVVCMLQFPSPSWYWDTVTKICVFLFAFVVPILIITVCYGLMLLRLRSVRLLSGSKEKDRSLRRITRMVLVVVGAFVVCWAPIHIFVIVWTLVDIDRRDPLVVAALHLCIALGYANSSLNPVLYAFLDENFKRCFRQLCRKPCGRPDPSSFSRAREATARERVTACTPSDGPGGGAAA
PfHsp90 yeast 2 = growth inhibition of PfHsp90-expressing yeast, primary screen, antimalarial PfHsp90 inhibitor project, S. cerevisiae, BacTiter-Glo luminescence, single point, set 2; inhibition, % at 9.4 µM; 0.32% of 310,000 active; BacTiter-Glo ATP, 48 h; yeast lacking PDR1 and PDR3 efflux regulators; AID 504621, 2011;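 active means every replicate shows inhibition above about 80%, whatever the replicate mean, limit read from the data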;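 further: 0% = DMSO neutral controls and 100% = 20 µM radicicol positive controls; yeast relying on Plasmodium falciparum Hsp90 in place of its own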
OPRM1-OPRD1 ag = agonists of OPRM1-OPRD1 heterodimerization, primary screen, cell-based, luminescence; Mu-type opioid receptor (Homo sapiens) + Delta-type opioid receptor (Homo sapiens), …; cells; activation, % at 9.3 µM; 0.3% of 340,000 active; AID 504326, 2011; in the data active means activation above about 18%;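 further: 0% = vehicle-treated cells and 100% = reference agonist; values of inactives mirror those of a sister screen read the other way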
Starred values were filed as active, the others as inactive; . = no result given.

canonical_smiles	AddAB inh	E coli growth	SUMO Mot1 rescue	DSG3 Ab inh	Tat export inh	PKA-R1A activ	phage Ecoli inh	Arr AP2 block	MOR-DOR inv ag	PfHsp90 yeast 2	OPRM1-OPRD1 ag
Cc1cccc(CSCc2ccc(C(=O)NC3CCCC3)o2)c1	-0.2	0.4	-13	98	-3	-14	2.8	-11	6	-6	-1.1
COc1ccccc1NS(=O)(=O)c1cccc(C(=O)NC2CCN(Cc3ccccc3)CC2)c1	0.0	-1.2	3	178	10	-2	.	20	-107	2	20*
O=C(NCCc1ccncc1)Nc1ccccc1Cl	1.0	0.6	-3	102	-1	1	1.3	-56	9	7	-1.6
COc1ccccc1CNc1ncnc2nc[nH]c12	2.8	0.2	671*	108	-4	0	0.7	1	9	-3	-1.6
Cc1sc2ncn(Cc3ccccc3F)c(=O)c2c1C	-1.8	-1.6	6	92	-11	-6	2.1	-8	21	6	-3.2
O=C1CC(N(CCc2ccccc2)C(=S)Nc2ccccc2)C(=O)N1c1ccc(Br)cc1 (centres undefined)	2.0	2.6	1	103	-4	2	4.3	-1	-54	-11	9.0
COc1ccccc1C(=O)OCCN=C1NS(=O)(=O)c2ccccc21	-0.6	0.4	-1	.	14	-4	-2.6	8	-18	4	2.5
CCCn1c(N)c(N2CCCCC2)c(=O)n(CC(=O)Nc2ccc(OC(F)(F)F)cc2)c1=O	2.1	-0.4	-1	76	-2	-7	2.5	-7	-2	-27	0.4
Cc1ccc(OCC(=O)Nc2ccc(CN3CCCCC3)cc2)c(C)c1	1.8	-0.5	2	113	1	0	4.0	14	11	-5	-2.2
CCn1c(SCC(=O)Nc2cccc(NC(C)=O)c2)nc2c([nH]c3ccccc32)c1=O	2.7	-1.9	7	.	-5	-1	1.1	39	1	3	-0.2
CCOC(=O)Cc1cnc(N)s1	1.7	3.6	2	111	-1	5	0.8	14	8	.	-1.6
COc1cc(Cl)c(CN2CCC(CCC(=O)NC3CC3)CC2)cc1OC	0.5	-1.2	-3	114	-2	-5	0.5	-11	-1	-13	0.3
O=C(Nc1ccccc1F)Nc1ccccc1Br	2.7	-1.6	-2	100	0	-16	5.8	10	-4	8	0.6
CC(C)N(C(=O)/C=C/c1cccc([N+](=O)[O-])c1)C(C)C	0.0	0.5	0	93	4	6	1.4	4	0	14	0.0
S=C(NCc1ccc(Cl)cc1)NC1CCN(Cc2ccccc2)CC1	2.2	2.6	46	99	-3	9	1.9	25	-98	2	17
O=C(NC1CCS(=O)(=O)C1)c1ccccc1Cl (centres undefined)	2.2	0.6	-1	98	-9	-6	1.0	-13	-5	-9	1.2
Cc1ccc(N2C(=O)C3CCC(C)(C2=O)C3(C)C)cc1C (centres undefined)	1.9	2.5	-3	107	-3	-2	4.0	0	5	25	-1.1
CCOc1nc(C)ccc1-c1noc(C)n1	0.1	0.3	5	99	1	-9	-0.6	6	3	20	-0.5
CCC(=O)c1ccc(OCC(=O)Nc2ccccc2C(=O)N2CCCCC2)cc1	1.2	-0.6	29	103	4	-7	1.3	-5	9	-12	-1.8
COc1ccccc1NC(=O)CSc1nnc(COc2ccccc2OC)n1C	-0.4	1.8	-14	97	3	-6	4.3	6	11	-16	-2.3
CCOc1ccc(S(=O)(=O)NCCC(=O)NCc2ccco2)cc1	0.5	-1.5	-9	92	-3	6	2.2	2	-2	-5	0.4
O=C1N(Cc2cccc(Cl)c2)C[C@@H]2C[C@@H](c3cccc4cccnc34)N3CCC[C@@]123	-0.7	-1.5	-3	170	4	2	1.2	-1	3	-16	-0.6
Cn1cc(-c2ccccc2C(=O)O)c(=O)c2cc(Cl)ccc21	1.1	-0.3	363	97	-7	-3	-0.5	5	11	16	-2.0
O=C(NS(=O)(=O)Nc1ccccn1)c1c[nH]c2ccccc12	5.2	0.9	0	104	-7	-5	2.5	31	17	-6	-3.4
CC(=O)c1ccc(CC2SC(N)=NC2=O)cc1 (centres undefined)	0.8	-1.1	1	117	-10	-1	3.8	4	9	-3	-1.8
NS(=O)(=O)c1ccc(CCNC(=O)c2cccc(S(=O)(=O)N3CCCC3)c2)cc1	-0.6	-1.1	3	100	-5	-1	2.9	0	13	-26	-3.4
Cc1c(C(=O)O)oc2c1/C(=N\O)CCC2	3.7	-1.1	-3	94	-3	-3	3.6	-3	13	-1	-2.6
CC(=O)C[C@@H](O)CC(=O)[C@H]1OC(=O)CCCCCCCCc2ccccc21	2.9	-1.5	15	105	-1	17	2.3	11	1	10	-0.1
Cc1ccc(CN2CCN(Cc3cnc(N4CCOCC4)s3)CC2CCO)cc1 (centres undefined)	2.0	2.2	-26	99	0	-11	4.9	-3	11	-40	-2.2
COc1cccc(NC(=O)COC(=O)CCSc2ccccc2)c1	-3.9	0.1	0	115	-17	-9	-1.3	10	-12	-18	2.2
CCOC(=O)CC1COCCN1C(=O)c1cc(COc2ccc(F)c(F)c2)on1 (centres undefined)	1.1	-1.1	-15	101	0	1	-3.0	8	10	2	-2.0
O=C(CCCn1c(=S)[nH]c2ccsc2c1=O)Nc1ccc2c(c1)OCO2	2.0	1.9	-2	104	-18	3	1.8	2	3	12	-0.6
Cc1sc(Nc2ccc([N+](=O)[O-])cc2)nc1-c1c(C)n(C)n(-c2ccccc2)c1=O	0.3	1.0	3	106	0	-13	-0.3	-2	9	.	-1.6
CC1=C(C(=O)Nc2ccccc2)C(c2ccncc2)C(C#N)=C(SCC(=O)Nc2ccccc2)N1 (centres undefined)	1.5	1.9	81	109	-2	-3	3.2	21	5	.	-0.8
COc1ccc(S(=O)(=O)N2CCCC(C(=O)N3CCN(C)CC3)C2)cc1C (centres undefined)	1.8	-1.8	-13	89	-2	-4	0.1	-2	13	.	-2.6
O=C(Cc1ccc(Cl)cc1Cl)Nc1cccc(S(=O)(=O)Nc2ccccc2F)c1	1.2	-1.7	60	105	11	-6	3.5	8	-5	12	0.9
COc1ccc(OC)c(C(C)NC=O)c1 (centres undefined)	-0.4	1.6	81	100	9	2	1.1	-11	12	-21	-2.1
Cc1cccc(N(C)C(=O)c2cnn(-c3ccccc3)c2C)c1	-1.6	-3.0	3	108	6	-10	-2.0	28	17	-4	-3.8
Cc1cccc(NC(NC(=O)c2ccccc2[N+](=O)[O-])C(Cl)(Cl)Cl)c1 (centres undefined)	3.7	1.0	-6	112	1	1	1.3	28	-3	5	0.5
O=C(Nc1ccccc1O)c1cc2cc(Br)ccc2oc1=O	-0.6	-1.8	4	117	5	-1	0.1	13	7	-22	-1.5
CC(=O)Nc1cccc(/C(C)=N/NC(=O)c2c(-c3ccccc3Cl)noc2C)c1	-1.0	0.4	-6	94	6	-15	2.5	31	0	-33	0.0
COc1ccc(NC(=O)CCS(=O)(=O)c2ccc3c(c2)oc(=O)n3C)cc1	0.3	-1.1	77	94	2	-9	1.6	-5	11	3	-2.0
O=C(Nc1ccccc1C(F)(F)F)c1cc(-c2ccccc2O)on1	1.8	1.2	1	100	-5	4	0.6	-3	15	-3	-2.9
CC(C)(O)C#Cc1ccc(CN2CCC(CO)(CCc3ccccc3)CC2)cc1	2.0	1.3	-4	101	-1	-5	0.6	28	2	-5	-0.5
O=C(Nc1ccc(N2CCN(C(=O)c3ccccc3F)CC2)cc1)c1ncn[nH]1	2.8	1.1	-13	98	10	3	3.4	7	3	1	-0.5
COC(=O)c1c(O)cc(=O)n2c1CCCCC2	0.8	0.2	175	110	7	9	4.0	5	1	5	-0.2
Cc1ccccc1C(=O)OCCCN=C1NS(=O)(=O)c2ccccc21	2.6	0.5	0	107	1	-13	0.8	-9	14	-4	-2.8
O=C(NC(=S)Nc1ccc(N2CCOCC2)cc1)c1cccc(Cl)c1	2.7	-1.5	32	98	11	-1	3.5	17	16	-1	-3.3
Cc1nnc(SCC(=O)Nc2ccc(Oc3ccccc3)cc2)n1N	0.8	1.4	127	101	-5	-8	2.1	-2	11	-9	-2.0
O=C(Cn1c2c(sc1=O)C1c3ccccc3OCC1CS2)Nc1ccc(Cl)cc1 (centres undefined)	1.4	-0.2	3	107	-4	-8	1.2	0	3	13	-0.5
CN1CCN(CC(=O)n2c3c(c4ccccc42)CCCC3)CC1	0.3	-0.9	15	106	-8	-3	0.6	20	-17	12	2.7
Cc1noc(C)c1S(=O)(=O)Nc1ccccc1Oc1ccccc1	0.6	0.2	-5	114	4	-6	3.8	-5	9	0	-1.7
COc1ccc(-c2oc(NC(=O)c3ccc(C)cc3)c(C#N)c2-c2ccc(OC)cc2)cc1	0.6	0.6	-2	103	-7	-5	1.9	3	16	-68	-2.9
O=C(Cn1c(NCCO)nc2ccccc21)c1cccs1	1.1	-0.4	14	.	1	-1	2.7	1	-7	-2	1.5
COc1ccc(NS(=O)(=O)c2cccc(C(=O)O)c2)cc1S(=O)(=O)N1CCOCC1	1.7	2.0	13	106	1	-3	0.5	0	14	-7	-3.3
O=C(CSc1nc(C2CC2)nc2sc3c(c12)CCCC3)NCc1ccco1	1.3	0.7	-1	105	1	6	2.0	17	4	7	-0.6
Clc1ccc(-c2nc(Cc3ccccc3)no2)cc1	-1.1	1.0	4	101	3	-1	2.1	21	-23	3	4.0
O=C(Nc1ccc2c(c1)OCCO2)c1ccc(Cl)c(Cl)c1	0.7	3.5	-4	106	0	-6	-1.7	4	2	66	-0.5
CC(C)CN1C(=O)C(=O)N(CC(=O)N2c3ccccc3NC(=O)CC2C)C1=O (centres undefined)	.	.	.	96	0	0	3.5	32	-1	3	0.1
